Compound activity: PubChem BioAssay, School of Medicine, Indiana University
FECH block: blocks human mitochondrial ferrochelatase activity. P22830. 20,000 compounds, 3.3% hits. purified FECH, Ni-mesoporphyrin absorbance 550 nm. calls only at 10 µM (by protocol);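 active = enzyme reaction rate more than 3 SD below the solvent-only control wells on the same plate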;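 also: lower slope than DMSO wells means FECH inhibition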
Target sequence (P22830 whole entry, looked up): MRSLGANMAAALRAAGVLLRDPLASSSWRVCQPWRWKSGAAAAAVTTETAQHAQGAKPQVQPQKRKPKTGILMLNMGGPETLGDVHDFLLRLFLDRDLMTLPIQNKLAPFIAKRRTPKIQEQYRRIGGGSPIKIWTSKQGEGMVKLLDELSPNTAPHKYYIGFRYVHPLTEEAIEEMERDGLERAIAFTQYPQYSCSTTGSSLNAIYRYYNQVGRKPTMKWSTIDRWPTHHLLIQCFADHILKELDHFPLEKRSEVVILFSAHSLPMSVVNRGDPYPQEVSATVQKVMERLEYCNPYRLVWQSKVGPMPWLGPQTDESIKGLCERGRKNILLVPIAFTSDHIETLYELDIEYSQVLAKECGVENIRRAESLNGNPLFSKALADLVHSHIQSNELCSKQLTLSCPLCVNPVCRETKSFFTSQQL
Calls only; i = inactive; + = active, no number.

smiles | FECH block
COc1ccc(-c2cc(N3CCN(C(=O)Nc4ccccc4Br)CC3)ncn2)cc1 | i
CCC(=O)Nc1cccc(C(=O)N(Cc2c(C)nn(C)c2C)C(C)C)c1 | i
Cc1ccc(Cl)cc1N1CCN(S(=O)(=O)c2cc(C(=O)N3CCCCC3)cs2)CC1 | i
CCn1c(CNS(=O)(=O)c2ccc(OC)cc2)nc2cccnc21 | i
CC(=O)Nc1cccc(-c2ncc(C(F)(F)F)cc2Cl)c1 | i
CC(C)N(Cc1ccccc1)S(=O)(=O)c1ccc2c(c1)CCN2C(=O)CCC(=O)N1CCOCC1 | i
CCC(=O)Nc1ccc(NC(=O)c2nc(C(C)C)cs2)cc1Cl | i
CCSc1nc(CC(=O)NCc2ccc(CC)cn2)cs1 | i
c1ccc(CCc2nc(-c3ccc(CSc4ncn[nH]4)o3)n[nH]2)cc1 | i
COc1cccc(Cn2c(CNS(=O)(=O)c3ccc(C)cc3)nc3cccnc32)c1 | i
CCC(=O)Nc1cccc(C(=O)N(CC)CC2CCOCC2)c1 | i
CCC1CCCCN1Cc1cc(=O)n2[nH]c(NCc3ccc(Cl)cc3)nc2n1 (stereo not given) | i

Reprinted from the part before: 3 entries, then new ones.
smiles | FECH block
COc1cccc(Cn2c(CNS(=O)(=O)c3ccc(C)cc3)nc3cccnc32)c1 | i
CCC(=O)Nc1cccc(C(=O)N(CC)CC2CCOCC2)c1 | i
CCC1CCCCN1Cc1cc(=O)n2[nH]c(NCc3ccc(Cl)cc3)nc2n1 (stereo not given) | i
Cc1ccccc1Nc1oc2c(c1-c1cccnc1)c(=O)n(C)c(=O)n2C | i
Cc1cc(C)cc(-n2c(CN3CCN(S(=O)(=O)c4ccc(C)cc4C)CC3)nc3cccnc32)c1 | i
Cn1ccc2c(-c3cc(N4CCCCC4)ncn3)ccnc21 | i
CCCc1ccc(C(=O)N2CCCC(N(C)C)CC2)cc1 (stereo not given) | i
CC(C)Cc1noc(-c2ccc(-c3ccc4c(c3)OCCO4)nc2)n1 | i
CN(C)Cc1nc(C(=O)N(C)C2Cc3ccccc3C2)cs1 | i
C=CCN(c1nc2nc(C)cc(C)n2n1)S(=O)(=O)c1ccc(C)cc1 | i
CCCCNC(=O)C1CCN(c2ccc(-c3ccc(F)cc3)nn2)CC1 | i
COc1cccc2c1OCCCN(C(C)C(=O)NC1CCCC1)C2 (stereo not given) | i
Cc1ccc(S(=O)(=O)NCc2nc3cccnc3n2CC(C)C)c(C)c1 | i
O=S(=O)(NCc1nc2cccnc2n1C1CCCCC1)c1ccc(Cl)cc1 | i
CN1CCC2(CC1)CN(Cc1cccn1-c1ncccn1)CCCN2C | i
Cc1ccc(N2C(=O)CCS2(=O)=O)cc1S(=O)(=O)Nc1cccc2cccnc12 | i
COc1ccc(S(=O)(=O)NCCn2c(-c3ccccc3)nc3cccnc32)cc1OC | +
CC(=O)Nc1ccc(Nc2nc(-c3nnc(-c4ccc(F)cc4)o3)nc3ccccc23)cc1 | i
O=C(NCCc1cccnc1)c1cn(-c2ccccc2)nn1 | i
CCc1ccccc1NS(=O)(=O)c1cc(C(=O)N2CCCC2)cs1 | i
COc1ccc(CNS(=O)(=O)c2cc(C(=O)N3CCCC3)cs2)cc1 | i
CC(C)CCN1C(=O)c2ccccc2CC1(C)C(=O)NC1CCCCC1 (stereo not given) | i
C=C(C)COc1cccc(C(=O)N(C)C(C)c2nccs2)c1 (stereo not given) | i
CCCNC(=O)c1[nH]cnc1C(=O)NC(C)C | i
Cc1cc(-n2c(SCC(=O)O)nnc2-c2sccc2C)n(C)n1 | i
CCOC(=O)c1cc2ccsc2n1CC(=O)Nc1ccc(Cl)cc1F | i
O=C(CSCc1nc(-c2ccc(Cl)cc2)no1)N1CCN(c2ccccc2F)CC1 | i
OCCNc1cc(-c2ncccn2)c2cc[nH]c2n1 | i
CCCc1cc(Sc2ccc(N(C)C)cc2)n2ncnc2n1 | i
COc1ccc2cc(C(=O)C3CCCN(CCn4cc[nH]c4=O)C3)ccc2c1 (stereo not given) | i
Cc1cccc(=O)n1CCCNC(=O)c1cn[nH]n1 | i
Cc1nc(SCC(=O)NCC(O)c2ccccc2Cl)n[nH]1 (stereo not given) | i
Cn1c(=O)n(Cc2cccnc2)c(=O)c2cnc(-c3cccs3)nc21 | i
Cc1ccc(S(=O)(=O)N(CCOc2ccccc2)c2nc3nc(C)c(Cl)c(C)n3n2)cc1 | i
O=c1oc2ccccc2n1CCN1CCN(c2nccc3ccccc23)CC1 | i
Cc1ccc2cc(-c3noc(CCC(=O)N4CCN(c5ccccc5F)CC4)n3)c(=O)[nH]c2c1 | i
Clc1ccc2nc(-c3ccn[nH]3)ccc2c1 | i
COc1ccc(Nc2nc(NCCO)nc3c2cnn3-c2ccccc2)cc1 | i
Cc1ccnc(NCCNC(=O)CN2CCOc3ccccc3C2)c1 | i
CCN(CC)S(=O)(=O)N1CCC(C(=O)Nc2cccc(CCc3nc4ccc(C)cc4[nH]3)c2)CC1 | i
CCOc1ccccc1-c1nc(C(N)=O)c2c(n1)n(-c1ccc(C)c(C)c1)c(=O)n2CC | i
CCOc1ccc(N(Cc2nc3nc(C)cc(C)n3n2)C(=O)c2cccc(C)c2)cc1 | i
COc1ccc(C(=O)Nc2cc(C)nn2-c2ncnc3c2cnn3-c2cccc(C)c2C)cc1 | i
O=c1cccc(-c2cccc3cccnc23)[nH]1 | i
Cc1ccc(NCCCNC(=O)C2CCN(C(C)C)CC2)nc1 | i
Cc1nccn1CCCC(=O)N1CCC(Cc2cccc(C(=O)O)c2)C1 (stereo not given) | i
Cc1ccc(C)c(CC(=O)N2CCCC(O)(CO)C2)c1 (stereo not given) | i
CCN(Cc1nccn1C)Cc1c(C(=O)N2CCOCC2)nc2ccccn12 | i
Cc1ccc(CNC(=O)CN2C(=O)C3CCCCN3C(=O)c3ccccc32)cc1 (stereo not given) | i
COc1ccc(OC)c(CNC(=O)[C@H]2CCCC[C@H]2C(=O)NC(C)(C)C)c1 | i
Cc1nc(C(=O)Nc2cccc(NC(=O)CCc3ccccc3)c2)c(C)o1 | i
CCc1ccccc1NC(=O)CN1CCN(Cc2ccccc2C)S1(=O)=O | i
CN(Cc1ccccc1)S(=O)(=O)c1cc(-c2ccc(=O)[nH]n2)ccc1Cl | i
CCN1CCN(Cc2cc(C(=O)NCc3cc(C)nn3C)no2)CC1 | i
CC(NCc1nc(-c2ccco2)no1)c1ccccc1-n1cccn1 (stereo not given) | i
Cc1ccc2c(c1)c(CNC(C)Cn1nc(C)cc1C)nn2C (stereo not given) | i
CCc1nc(OCC(=O)NCc2ccc(C)o2)c2c(C)c(C)oc2n1 | i
Cc1ccc(F)cc1S(=O)(=O)Nc1cnc(N(C)Cc2ccccc2)c(C(=O)O)c1 | i
c1cncc(CNc2cc(-c3cnc4ccccc4c3)c3cc[nH]c3n2)c1 | i
Cc1nn(CCC(=O)NCCc2ccc(S(N)(=O)=O)cc2)c(C)c1S(=O)(=O)N1CCCC1 | i
CC(=O)Nc1ccc(CN(C)Cc2cccc3cnccc23)cc1 | i
COCC(=O)NCC1CCN(Cc2cc(C)ccc2C)C1 (stereo not given) | i
Cc1nsc(NC(=O)NC2CCOCC2)n1 | i

More structures:
smiles | FECH block
CSc1nc(NCc2ccc(Cl)cc2)c(C#N)c(-c2ccc(C)cc2)n1 | i
CCc1ccc2oc(=O)cc(CN(C)C(COC)c3ccccn3)c2c1 (stereo not given) | i
CCCCNC(=O)C1CCC(Cn2c(=O)c3sccc3n(CC(=O)N(CC)CC)c2=O)CC1 (stereo not given) | i
COc1cccc(Nc2nc(N(C)C)nc3c2cnn3-c2ccccc2)c1 | i
COc1ccc(-c2cc3n(n2)CCC(=O)N3Cc2ccc(C(=O)NCc3cn[nH]c3C)cc2)cc1 | i
Cn1ncc2c(NC3CCN(Cc4cccnc4)CC3)nc(C(C)(C)C)nc21 | i
Cc1ccc(N(Cc2nc3nc(C)cc(C)n3n2)S(C)(=O)=O)cc1 | i
CCOc1ccc(S(=O)(=O)NCc2nc3cccnc3n2Cc2cccc(OC)c2)cc1 | i
O=C(CN1C(=O)CCc2cc(S(=O)(=O)N3CCCC3)ccc21)N1CCN(c2ncccn2)CC1 | i
CCc1cc(Sc2ccccc2NC(=O)c2cccc(OC)c2)n2ncnc2n1 | i
CN(CC(=O)N1CCC(c2ccccc2C(=O)O)C1)Cc1ccncc1 (stereo not given) | i
Cc1cccc(N2CCN(c3ncc(NS(=O)(=O)c4cccc(C)c4)cc3C(=O)O)CC2C)c1 (stereo not given) | i
Cc1ccc(-n2c(CN3CCN(S(C)(=O)=O)CC3)nc3cccnc32)cc1 | i
CC(C)C[C@H]1C[C@@H](NC(=O)c2ccccc2)C[C@@H](c2nccs2)O1 | i
Nc1cc(N2CC[C@H](CO)[C@H](O)C2)nc(N2CCCC2)n1 | i
O=C(NCCN1CCCCC1)c1cc(N2CCCN3CCC[C@H]3C2)ccn1 | i
COc1ccc(OC)c(NC(=O)NCCc2nc3cccnc3n2-c2ccccc2)c1 | i
Cn1nc(C2CC(=O)NCc3nc4ccccn4c32)c2c(Cl)cccc21 (stereo not given) | i
NC(=O)c1cnc2n1CCN(C(=O)c1cccc(Cn3cccn3)c1)C2 | i
COc1ccc(N2C(=O)CCS2(=O)=O)cc1S(=O)(=O)Nc1ccc(OC(C)C)cc1 | i
Cc1cc(Nc2ccc(OC(=O)c3cccs3)cc2)n2nc(-c3cccnc3)nc2n1 | i
Cc1cc(C(=O)Nc2ccccc2Sc2c(C)n[nH]c2C)cc(=O)[nH]1 | i
O=C(O)c1cc(N2CCC(N3CCCC(C(=O)NC4CC4)C3)CC2)nc2ccccc12 (stereo not given) | i
Cc1ccc(S(=O)(=O)N2CCC(CC(=O)N3CCOCC3)CC2)cc1 | i
CCc1nc2cccnc2n1C1CCN(S(=O)(=O)c2ccc(C)cc2)CC1 | i
Cc1cc(C(=O)N(C)C(C)c2ccncn2)c2cccc(C)c2n1 (stereo not given) | i
O=C(NCCN1CCCCC1)C1CCN(c2ccc(-c3ccc(F)cc3)nn2)CC1 | i
Cc1cc(C)n2nc(CN(Cc3ccccc3)C(=O)C(C)C)nc2n1 | i
CC(C)N1CCN(C(=O)c2ccc(-n3cnnn3)cc2)CC1C (stereo not given) | i
Cn1c(=O)n(Cc2cccc(F)c2)c(=O)c2cnc(-c3cccs3)nc21 | i
CCCn1c(CNS(=O)(=O)c2ccc(C)cc2C)nc2cccnc21 | i
Cc1ccc2oc(C(=O)NC3C(=O)Nc4cccc(C)c43)cc2c1 (stereo not given) | i
N[C@@H]1c2ccccc2C2(CCN(C(=O)Cc3c[nH]c4ccccc34)CC2)[C@H]1O | i
COCc1nnc(C(=O)N2CC[C@@H](c3sccc3C)[C@H](O)C2)o1 | i
CCn1c(CNS(=O)(=O)c2ccc(Cl)cc2)nc2cccnc21 | i
Cc1cc(C)n(CCC(=O)N(Cc2ccccc2C)CC2CCCO2)c(=O)n1 (stereo not given) | i
Cc1noc(-c2ccnc(Oc3ccc(CN4CCCC4)cc3C)c2)n1 | i
CC1=NN(CC(=O)NCC(=O)Nc2cc(F)ccc2C)CC1 | i
CCc1ncc(CN2CCCCC2CCc2ccc(O)cc2)cn1 (stereo not given) | i
CCc1nc2nc(C)[nH]n2c(=O)c1NC(=O)Nc1cccc(C)c1 | i
CCCc1nc(C(=O)NCCC2CN(C)CCO2)cs1 (stereo not given) | i
CCN1CCN(c2nc(Nc3cc(OC)ccc3OC)c3cnn(-c4ccccc4)c3n2)CC1 | i
Cn1c(=O)cc(C(=O)N2CCOC(C(F)(F)F)C2)c2ccccc21 (stereo not given) | i
O=C(CCN1CCCO1)NCc1ccc2sccc2c1 | i
CCN(Cc1ccc(C)o1)C(=O)c1cc(CN2CCOCC2)on1 | i
COC(=O)c1ccc(NC(=O)CN2CCN(Cc3ccc(C)cc3)S2(=O)=O)cc1 | i
CCc1c(C)nc2ncnn2c1Sc1ccccc1NC(=O)Nc1ccc(C)c(F)c1 | i
CN(Cc1ccncn1)C(=O)c1cnn(Cc2ccccc2)c1 | i

Another view of three compounds above:
SMILES: CCc1nc2nc(C)[nH]n2c(=O)c1NC(=O)Nc1cccc(C)c1
  FECH block: i
SMILES: CCCc1nc(C(=O)NCCC2CN(C)CCO2)cs1 (stereo not given)
  FECH block: i
SMILES: CCN1CCN(c2nc(Nc3cc(OC)ccc3OC)c3cnn(-c4ccccc4)c3n2)CC1
  FECH block: i

Remaining list, next part
smiles | FECH block
CCCCNC(=O)C1CCC(Cn2c(=O)c3sccc3n(CC(=O)NC(C)C)c2=O)CC1 (stereo not given) | i
CCC(=O)Oc1ccc(Nc2cc(C)nc3nc(-c4cccnc4)nn23)cc1 | i
CCCN(C/C=C/c1ccccc1)C(=O)c1c[nH]c2ccc(OC)cc2c1=O | i
Cc1oc(-c2ccc(OC(C)C)cc2)nc1CSc1nc2c(c(=O)[nH]1)CCC2 | i
O=C(Cn1cnnn1)N1CCc2nnc(CCc3ccccc3)n2CC1 | i
CC(C)CCNC(=O)C1c2c(n(C)c3ccccc23)SCC(=O)N1Cc1ccc(F)cc1 (stereo not given) | i
Cc1nnc(SCC(=O)NCCn2cc(Cl)cn2)s1 | i
Cc1ccc(C(=O)N2CCN(S(=O)(=O)c3cc4c5c(c3)CCN5C(=O)CC4)CC2)cc1 | i
COC(=O)N1CCc2onc(-c3ccc(-c4ccccc4)cc3)c2C1 | i
COc1ccc(-c2cc(C(=O)NCc3cccc(C)c3)[nH]n2)cc1S(N)(=O)=O | i
Cn1c(=O)n(Cc2ccccc2Cl)c(=O)c2cnc(-c3cccnc3)nc21 | i
Cc1nc(-c2ccc(N3CCN(C(=O)C4CC(=O)N(c5cccc(Cl)c5)C4)CC3)cc2)no1 (stereo not given) | i

These rows are one share of the data, so the mix of outcomes need not match the whole.
